ATXN viability – Viability Counterscreen for Primary qHTS for Inhibitors of ATXN expression; hit rate 0.49% among 400,000; S2 cells (HEK-293 line with an ATXN2-luciferase reporter) viability, CellTiter-Fluor protease fluorescence, 24 h; Potency, µM (doses to about 56.7 µM), usual class: cytotoxic; note: potency is the fitted concentration of half-maximal effect; nearly all actives have a fitted effect of over 40% in size
IL-1B inflam inh – qHTS for Inhibitors of Inflammasome Signaling: IL-1-beta AlphaLISA Primary Screen; THP-1 LPS/ATP IL-1B secretion, AlphaLISA, 16 h; active compounds read low; activity change, % at 57.5 µM; hit rate 4.7% among 360,000; in the data active = activity change below about -50%; inconclusive = mostly about -30% to -49%; note: % is set by controls: 0 for no effect and ±100 for the full control effect
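Secreted IL-1B measured by AlphaLISA bead assay after 16 h compound exposure of THP-1 cells; compounds (final up to 57.5 uM) added 1 h before LPS (250 ng/mL) and ATP (1.25 mM) stimulation; lower signal means less secretion.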
ATXN2 expr inh – Primary qHTS for Inhibitors of ATXN expression | HEK-293 ATXN2-luciferase reporter, luminescence, 24 h | Potency, µM (doses to about 57 µM), inactives show at the top dose activity change, negative = inhibition, usual class: inhibitors | hit rate 0.72% among 360,000; note: potency is the fitted concentration of half-maximal effect; % is set by controls: 0 for no effect and ±100 for the full control effect; nearly all actives have a fitted effect of over 55% in size
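ATXN2-luciferase reporter cells (luciferase flanked by upstream and downstream ATXN2 gene portions) were treated 24 h at 37 °C with compounds at up to 57 uM. SteadyGlo luminescence gave expression; GF-AFC fluorescence gave viability.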
HT1080NT lethal – qHTS for induction of synthetic lethality in tumor cells producing 2HG: qHTS for the HT-1080-NT fibrosarcoma cell line; HT-1080-NT fibrosarcoma viability, CellTiter-Glo ATP luminescence, 48 h; Potency, µM (top dose mostly 46.1 µM), for inactives: at the highest dose activity, negative = less viability, actives largely listed as cytotoxic; hit rate 1.6% among 360,000;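 note: NT is the 2HG producing partner of a matched IDH1 knockdown line; potency is the fitted concentration of half-maximal effect; 0% = DMSO-treated cells and -100% = media-only wells without cells; nearly all actives have a fitted effect of over 55% in size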
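A 48-hour cytotoxicity screen used HT-1080-NT cells plated 2 hours before compound delivery. ATP-based CellTiter-Glo luminescence measured viability, normalized to DMSO and no-cell controls.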
MCF10A rereplic – A quantitative high throughput screen for small molecules that induce DNA re-replication in MCF 10a normal breast cells | MCF 10A DNA re-replication, Hoechst nuclear intensity, 48 h | Potency, µM (series often up to 46.1 µM), for the others: top-dose activity, positive = re-replication, most hits filed as activators | hit rate 2.9% among 350,000; note: potency is the fitted concentration of half-maximal effect; % of control where 0% means no effect; nearly all actives have a fitted effect of over 50% in size
KB-3-1 cytotox – qHTS assay for MDR1-selective chemotherapeutics: Primary screen using the parental adenocarcinoma cell KB-3-1; KB-3-1 viability, CellTiter-Glo ATP luminescence, 72 h; AID 1347075, 2019; Potency, µM (titrated, usually from 46.1 µM), without a hit: at the top dose activity change, negative = cytotoxic, hits mostly cytotoxic; hit rate 1.4% among 400,000; note: potency is the fitted concentration of half-maximal effect; % is set by controls: 0 for no effect and ±100 for the full control effect; nearly all actives have a fitted effect of over 60% in size
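KB-3-1 parental drug-naive adenocarcinoma cells in DMEM/10% FBS, incubated 72 h at 37 C with pin-transferred compounds across a concentration series. Viability by CellTiter-Glo luminescence; concentration-response curves fitted after normalization.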
KB-V1 MDR tox – qHTS assay for MDR1-selective chemotherapeutics: Primary screen using the drug-selected MDR subline cells KB-V1; Potency, µM (highest dose often 46.1 µM), without a hit: at the top dose activity change, negative = cytotoxicity, hits mostly cytotoxic; KB-V1 MDR cells viability, CellTiter-Glo, 72 h; hit rate 3.4% among 400,000; note: potency is the fitted concentration of half-maximal effect; % is set by controls: 0 for no effect and ±100 for the full control effect; nearly all actives have a fitted effect of over 60% in size
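KB-V1 MDR subline cells in DMEM (phenol-red free, 10% FBS) exposed to compounds in qHTS concentration series for 72 h at 37 degrees C. Viability read by CellTiter-Glo luminescence; concentration-effect curves fitted after normalization and correction.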
SW480 rereplic – A quantitative high throughput screen for small molecules that induce DNA re-replication in SW480 colon adenocarcinoma cells | Potency, µM (top dose mostly 46.1 µM), for inactives: at the highest dose re-replication activation, usual class: activators | hit rate 1.8% among 340,000 | SW480 DNA re-replication, Hoechst DNA content imaging, 48 h; note: potency is the fitted concentration of half-maximal effect; % of control where 0% means no effect; nearly all actives have a fitted effect of over 55% in size
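250 cells/well; 23 nL cpd via pin tool; 48 hr, 37 C, 5% CO2; Hoechst 40 min; imager read of total nuclear intensity, ex 405/em 500-530 nm.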
HT1080 IDH1KD tx – qHTS for induction of synthetic lethality in tumor cells producing 2HG: qHTS for the HT-1080-IDH1KD cell line; AID 686971, 2013; Potency, µM (top dose mostly 46.1 µM), for the others: top-dose activity, negative = toxicity, usual class: cytotoxic; HT-1080 IDH1 knockdown viability, ATP luminescence, 48 h; hit rate 2% among 360,000;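 note: potency is the fitted concentration of half-maximal effect; 0% = DMSO wells and -100% = cell-free medium wells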
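Luminescent ATP read-out (CellTiter-Glo, 10 min at room temperature) after 48 h compound exposure at 37 °C gave viability of IDH1-knockdown HT-1080 cells. Activity was normalised to DMSO and cell-free wells, then fitted as concentration-response curves.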
Numbers without * were called inactive; i = inactive; ? = inconclusive; · = not tested or not shown; [ ] = dose if it differs, or a comment. Unless noted, calls come from the whole dose curve; as a rule, active = well fitted curve in the direction sought with a large enough effect; inconclusive = small, poorly fitted or top-dose-only effect, or another doubt; inactive = no such curve, though single readings can be large; an effect the other way counts as inactive or inconclusive.

SMILES | ATXN viability | IL-1B inflam inh | ATXN2 expr inh | HT1080NT lethal | MCF10A rereplic | KB-3-1 cytotox | KB-V1 MDR tox | SW480 rereplic | HT1080 IDH1KD tx
CCCNC(=O)C1(CC2CC(c3ccccc3)=NO2)CCN(C(=O)c2ccccc2)CC1 (centres undefined) | i | 16 | 1% | -1% | 20% | 8% | 7% | -3% | 5%
CCc1ccc(-c2nc(CN3CCCC(C(=O)NCc4ccc(C)cc4)C3)c(C)o2)cc1 (centres undefined) | i | · | 3% | · | · | -3% | 16% | · | ·
COc1ccc(OC)c(CN(CCN2CCOCC2)C(=O)Nc2ccccc2)c1 | i | -17 | 17% | 17% | ? | 7% | ? | -4% | 22%
CC(C)COc1ccc(C(=O)N/N=C/c2ccoc2)cc1 | i | -19 | 21% | -2% | 11% | 18% | 23% | -3% | 4%
CCc1c(C)n([O-])c2c([n+]1=O)CCC2 | i | 24 | ? | 2% | -4% | -8% | -1% | ? | -1%[9.24 µM]
COc1ccc(S(=O)(=O)CCC(=O)NCCc2ccc(Cl)cc2)cc1 | i | -1 | -9% | 0%[9.24 µM] | 3% | -12% | ? | 0% | -11%
S=C(NCc1ccco1)Nc1ccc(Cl)cc1Cl | i | 13 | 24% | -11% | 15% | ? | 18µM* | -11% | -8%
O=C(CSc1nnc(Nc2ccccc2)s1)Nc1cccnc1Cl | i | 35 | 1% | 9% | -4% | 6% | 24% | -6% | 15%
CC(C)(C)N(Cc1ccc2c(c1)OCO2)C(=O)/C=C\S(=O)c1ccccc1 (centres undefined) | ? | -61* | 16µM* | -26% | 10µM* | ? | -5% | 9.2µM* | 13µM*
CCOC(=O)N1CCc2c(sc(NC(=O)C3=COCCO3)c2C(N)=O)C1 | i | -9 | 15% | 3% | -1% | -5% | -3% | -10% | -6%
COC(=O)c1sccc1NC(=O)c1cc(-c2ccc(C)cc2)nc2ccccc12 | i | 10 | -4% | 9% | 1% | 9% | 2% | -4% | 16%
COc1cc(C2=NOC(C(=O)NCc3ccc(F)cc3)C2)cc(OC)c1OC (centres undefined) | i | 25 | -1% | 1.1µM* | 3.3µM* | 1.5µM* | 1.5µM* | 0.73µM* | 0.71µM*
COCCNC(=S)N(CCc1c(C)[nH]c2ccc(C)cc12)Cc1ccco1 | i | -12 | -28% | -8% | 32% | 1% | -11% | ? | -13%
O=c1cc(-c2ccccc2)nc2nc(-c3ccccc3)[nH]n12 | i | ? | 55%[activator] | 6% | 5% | -2% | 7% | 28% | 7%
O=C(COc1coc(CN2CCN(c3ccccc3F)CC2)cc1=O)NCC1CCCO1 (centres undefined) | i | 14 | 2% | 10% | 7% | 4% | -8% | -8% | 12%

An excerpt from above in order of the SW480 rereplic value, rising.
SMILES	SW480 rereplic
CCOC(=O)N1CCc2c(sc(NC(=O)C3=COCCO3)c2C(N)=O)C1	-10%
COC(=O)c1sccc1NC(=O)c1cc(-c2ccc(C)cc2)nc2ccccc12	-4%
CCCNC(=O)C1(CC2CC(c3ccccc3)=NO2)CCN(C(=O)c2ccccc2)CC1 (centres undefined)	-3%

Next section
SMILES | ATXN viability | IL-1B inflam inh | ATXN2 expr inh | HT1080NT lethal | MCF10A rereplic | KB-3-1 cytotox | KB-V1 MDR tox | SW480 rereplic | HT1080 IDH1KD tx
Cc1nc2ccc(NC(=O)c3sccc3C)cc2s1 | i | ? | 41%[activator] | 7% | 3% | -7% | -14% | -2%[9.22 µM] | 8%
CCOC(=O)CN1C(=O)NC(C)(c2ccc(OC(F)F)cc2)C1=O (centres undefined) | i | 33 | -2% | 4% | -2% | 2% | -1% | 1% | 12%
O=[N+]([O-])c1ccc(Cl)c(/C=N/NC(=S)Nc2ccccc2)c1 | i | 46 | -2% | ? | ? | 10% | 4% | 1% | 4.5µM*
Cc1cccc(OCCCC(=O)Nc2ccc(Br)cc2)c1 | i | -21 | -8% | -6% | ? | -12% | 5% | 0% | -3%
CC(=O)c1ccc(NC(=O)c2cc(C)no2)cc1 | i | -8 | 26% | ? | 1% | 0% | 22% | -7% | 9%
CCC1(CC)Cc2ccccc2C(CC(=O)N2CCOCC2)=N1 | i | -2 | -18% | 3% | 27% | 0% | -13% | -1% | 3%
N#Cc1cccc(Cn2nnc(-c3ccccc3)n2)c1 | i | -3 | 5% | 5% | 1% | -2% | 7% | -4% | 2%
CN(CC1COc2ccccc2O1)C(=O)c1ccc(Cl)c(S(=O)(=O)N2CCCCCC2)c1 (centres undefined) | i | 5 | -21% | 1%[9.24 µM] | 5% | -2% | ? | 5% | -4%
CCCCn1c(=O)cc(N2CCOCC2)[nH]c1=O | i | -4 | 6% | 8% | -2% | 14% | 16% | 5% | 4%
COc1cccc(NC(=O)C2CCCN(S(=O)(=O)c3ccc(-n4cnnn4)cc3)C2)c1 (centres undefined) | i | -15 | 1% | 2% | 6% | 0% | 12% | 13% | -1%
Cc1cc(NS(=O)(=O)c2ccc(N3C(=O)C4C5C=CC(C5)C4C3=O)cc2)nc(C)n1 (centres undefined) | i | 11 | -16% | 12% | -2% | -4% | ? | 1% | 21%
CCOC(=O)Cc1csc(NC(=O)CN2CCN(CC)CC2)n1 | i | 18 | -5% | -1% | 2% | 17% | -15% | 2% | 4%
CC(=O)Nc1ccc(NC(=O)C(C)OC(=O)c2ccc(S(=O)(=O)N3CCCCCC3)cc2)cc1 (centres undefined) | ? | -5 | ? | ? | 15µM* | ? | ? | ? | ?
O=C(CNC(=O)c1ccccc1)NCc1nc2ccccc2[nH]1 | i | -1 | 3% | 19% | -32%[inhibitor] | -3% | 12% | -123%[inhibitor] | 17%
CCOc1cc(Cl)c(S(=O)(=O)NCc2ccccn2)cc1Cl | i | -14 | -1% | 4% | -6% | 6% | ? | -12% | ?

IL-1B inflam inh, entries above that show a hit
molecule	IL-1B inflam inh	SW480 rereplic
CC(C)(C)N(Cc1ccc2c(c1)OCO2)C(=O)/C=C\S(=O)c1ccccc1 (centres undefined)	-61*	9.2µM*

Back to the main list, repeating the 2 entries before the break.
SMILES | ATXN viability | IL-1B inflam inh | ATXN2 expr inh | HT1080NT lethal | MCF10A rereplic | KB-3-1 cytotox | KB-V1 MDR tox | SW480 rereplic | HT1080 IDH1KD tx
O=C(CNC(=O)c1ccccc1)NCc1nc2ccccc2[nH]1 | i | -1 | 3% | 19% | -32%[inhibitor] | -3% | 12% | -123%[inhibitor] | 17%
CCOc1cc(Cl)c(S(=O)(=O)NCc2ccccn2)cc1Cl | i | -14 | -1% | 4% | -6% | 6% | ? | -12% | ?
CC1(C)Cc2ccccc2C(N/N=C/c2cccc(F)c2)=N1 | i | -3 | -8% | -7% | 7% | -18% | ? | -6% | -1%
O=C(COC(=O)CNC(=O)c1ccccc1F)Nc1ccc2[nH]c(=O)[nH]c2c1 | i | 10 | -2% | 3% | 1% | -12% | -1% | -4% | -3%
Clc1ccc(CSc2nnc(/C=C/c3ccccc3)o2)c(Cl)c1 | i | -6 | -25% | 20% | 11% | 5% | 5% | 3% | 22%
CCC(CO)n1c(SCc2cc(=O)oc3cc(C)ccc23)nc2ccccc2c1=O (centres undefined) | i | 8 | 0% | -8% | ? | 7% | -2% | 5% | -5%
CCCNC(=O)C1(C)CCCN(C(=O)c2ccc3ccccc3c2)C1 (centres undefined) | i | 10 | 0% | ? | · | 0% | 6% | · | 16%
COc1cccc(-c2nn(C)c3sc(C(=O)NCc4ccc5c(c4)OCO5)cc23)c1 | i | -13 | -2% | 6% | 5% | -8% | 0% | -11% | -7%
Cc1occc1-c1nnc(SCC(=O)NCc2ccc3c(c2)OCO3)n1CC(C)C | ? | -10 | -5% | 12% | 3% | -8% | -12% | 1% | 12%
COc1ccc(OC)c(NC(=O)COC(=O)Cc2ccsc2)c1 | i | 7 | -3% | -4% | 0% | -3% | 20% | -8% | 0%
COc1cc(C)c(C)cc1S(=O)(=O)Nc1cccc(-c2ccc(N3CCOCC3)nn2)c1 | ? | · | -10% | · | · | ? | ? | · | ·
O=C(COC(=O)c1c2c(nc3ccccc13)/C(=C/c1ccco1)CC2)NC1CCCC1 | · | -61* | 5% | 2% | 7.3µM* | -10% | 16µM* | 13µM* | -13%
COc1cc(-c2nc(-c3ccccc3)c(-c3ccc(F)cc3)[nH]2)cc2c1OCO2 | i | -3 | 5% | -7% | ? | 2% | ? | 15% | -10%
CCc1c(-c2ccccc2F)ncn1Cc1cccc(-c2ccccc2)c1 | · | 3 | · | 16µM* | · | ? | ? | · | 8.2µM*
Cn1c(SCC(=O)N2CCCCC2)nc2c(c1=O)SCC2 | i | 0 | 9% | -1% | 8% | -1% | ? | -1% | 5%
O=C(/C=C/c1ccco1)N(Cc1ccccc1F)C1CCS(=O)(=O)C1 (centres undefined) | i | 7 | -6% | 7% | 7% | 13% | -9% | ? | 10%

Screening results: PubChem BioAssay, National Center for Advancing Translational Sciences (NCATS)

Compounds were not picked by outcome (roughly 11% active in at least one column).
